Screens: PubChem BioAssay, NCI
Growth percent in the NCI-60 one-dose screen (48 h, 10 µM unless noted): 100 = growth as untreated, 0 = no growth, -100 = all killed.
NCI-H322M: NCI-H322M lung cancer; 80,000 tested, 2.7% active
NCI-H460: NCI-H460 lung cancer. 82,000 tested, 6.8% active. AID 1794736
NCI-H522: NCI-H522 lung cancer | 78,000 tested, 8% active
NCI/ADR-RES: NCI/ADR-RES ovarian cells. 81,000 tested, 4.4% active. AID 1794790
OVCAR-8: OVCAR-8 ovarian cancer | 81,000 tested, 4.4% active
NCI-H226: NCI-H226 lung cancer; 79,000 tested, 3.5% active; AID 1794732
OVCAR-3: OVCAR-3 ovarian cancer; 79,000 tested, 7% active; AID 1794787
NCI-H23: NCI-H23 lung cancer; 80,000 tested, 4% active
OVCAR-5: OVCAR-5 ovarian cancer; 82,000 tested, 2.9% active; AID 1794783
Active calls of the source: *; nt = no result given; & = joins results of further samples; [ ] = another dose, or the depositor's remark. How the source made its calls: active means growth percent below 10; inactive means the rest. The order is random; about 11% have a hit in one of these screens.

SMILES | NCI-H322M | NCI-H460 | NCI-H522 | NCI/ADR-RES | OVCAR-8 | NCI-H226 | OVCAR-3 | NCI-H23 | OVCAR-5
COc1ccc(C(=O)Nc2cc(C)nc3ccccc23)cc1 | 106 | 102 | 81 | 96 | 87 | 91 | 101 | 87 | 88
c1ccc(CCn2nnc3c(Nc4ccc(N5CCOCC5)cc4)ncnc32)cc1 | 106 | 89 | 80 | 79 | 86 | 90 | 86 | 102 | 88
O=C(O)c1cc(I)ccc1O | 96 | 108 | 111 | 98 | 109 | 99 | 116 | 103 | 97
COc1cc(C2CC(=O)Nc3c2c(C)nn3-c2nc3ccccc3[nH]2)cc2c1OCC(=O)N2 (centres undefined) | 94 | 67 | 71 | 93 | 35 | 76 | 14 | 75 | 101
O=c1[nH]nc(Br)c(=O)n1C(c1ccccc1)c1ccccc1 | 99 | 103 | 96 | 90 | 94 | 98 | 90 | 93 | 103
C#Cc1cccc(NC(=O)C2CCN(C(=O)CCl)CC2)c1 | 110[8.25 µM] | 91[8.25 µM] | 36[8.25 µM] | 89[8.25 µM] | 79[8.25 µM] | 63[8.25 µM] | 65[8.25 µM] | 67[8.25 µM] | 101[8.25 µM]
O=c1c2c(nc3ccccn13)c1cccnc1n2Cc1ccccc1 | 98 | 104 | 89 | 102 | 104 | 98 | 116 | 101 | 101
CCCCn1c(O)c(C=N)c(=O)n(CCCC)c1=O | 95 | 106 | nt | 101 | 101 | 92 | 111 | 107 | 106
O=C1c2ccccc2NC(c2cn(-c3ccccc3)nc2-c2ccc(F)cc2)N1Cc1ccccc1 (centres undefined) | 75 | 67 | 49 | 65 | 86 | 78 | 70 | 61 | 110
O=C(Nc1cccc(F)c1)Nc1ccc(F)c(C(=O)c2c[nH]c3ncccc23)c1F | 94 | 101 | 93 | 97 | 100 | 83 | 103 | 98 | 107
CCSc1nc2c([nH]1)c(=O)n(C)c(=O)n2C | nt | 103 | 107 | 119 | 112 | 89 | 102 | 107 | 98
O=C1c2cc3c(cc2-c2c1c1ccc(Cl)cc1c(=O)n2CCCN1CCOCC1)OCO3 | 90 | 18 | 53 | 46 | 71 | 25 | 86 | 48 | 109
COc1cc2cc(Oc3ccc(NC(=O)Nc4ccc(Cl)c(Cl)c4)cc3)c(C)nc2cc1OCCN(C)C | 107 | 109 | 97 | 102 | 102 | 106 | 121 | 112 | 113
O=C(COc1cccc(/C=C2\Oc3ccc4ccccc4c3C2=O)c1)c1ccc(Cl)cc1 | 108 | 114 | 38 | 100 | 80 | 92 | 94 | 28 | 108
CCCC(=O)NC(c1ccc2c(c1)OCO2)c1ccc2cccnc2c1O (centres undefined) | 26 | 9.2* | -4.3* | 3.2* | 9.3* | 12 | 37 | 24 | 34

Copied from the list:
For NCI-H23, `CCSc1nc2c([nH]1)c(=O)n(C)c(=O)n2C` is listed with 107
For OVCAR-8, `COc1cc2cc(Oc3ccc(NC(=O)Nc4ccc(Cl)c(Cl)c4)cc3)c(C)nc2cc1OCCN(C)C` is listed with 102
For OVCAR-3, `c1ccc(CCn2nnc3c(Nc4ccc(N5CCOCC5)cc4)ncnc32)cc1` is listed with 86
For NCI-H226, `O=C(COc1cccc(/C=C2\Oc3ccc4ccccc4c3C2=O)c1)c1ccc(Cl)cc1` is listed with 92
For OVCAR-3, `CCCCn1c(O)c(C=N)c(=O)n(CCCC)c1=O` is listed with 111
For NCI-H23, `O=c1[nH]nc(Br)c(=O)n1C(c1ccccc1)c1ccccc1` is listed with 93

The list goes on:
SMILES | NCI-H322M | NCI-H460 | NCI-H522 | NCI/ADR-RES | OVCAR-8 | NCI-H226 | OVCAR-3 | NCI-H23 | OVCAR-5
O=C1C[C@@H](c2ccccc2)Oc2cc(O)c(Cc3ccccc3O)c(O)c21 | 112 | 97 | 73 | 98 | 96 | 97 | 93 | 90 | 111
C[C@H](NC(=O)[C@@H]1CSSC[C@@H](NC(=O)Cc2nc3ccccc3cc2O)C(=O)NCC(=O)N1C)c1ccccc1 | 105 | 94 | 88 | 101 | 95 | 104 | 99 | 106 | 104
CN(C)c1ccc(Sc2ccc3nc(N)nc(N)c3c2)cc1 | 44 | 12 | 39 | 31 | 34 | 43 | 29 | 40 | 34
Cc1nc2c(cnn2-c2ccccc2)c(=O)n1-c1ccc(N=C2C(=O)Nc3ccccc32)cc1 | 92 | 95 | 83 | 95 | 75 | 75 | 76 | 69 | 88
CCOC(=O)CCOc1ccccc1N | nt | 109 | 97 | 94 | 107 | 102 | 102 | 97 | 117
C/C(=N\O)c1ccc(NC(=O)CSc2nnc(-c3ccc(Cl)cc3)o2)cc1 | 104 | 103 | 88 | 104 | 99 | 102 | 107 | 94 | 95
Fc1ccc2nc(-c3ccc(-c4noc(-c5ccc(Cl)cc5)n4)cc3)[nH]c2c1 | 107 | 103 | 87 | 100 | 108 | 97 | 105 | 104 | 113
Cc1ncc(CO)c(C(=O)O)c1O | 81 | 105 | 80 | 104 | 104 | 102 | 95 | 99 | 105
COc1ccc(-c2cn3c(nc4ccccc43)c(-c3ccccc3)n2)cc1 | 103 | 104 | 75 | 102 | 97 | 101 | 136 | 94 | 96
Cc1nc(N)[nH]c(=O)c1CCCNS(=O)(=O)c1ccc([N+](=O)[O-])cc1 | 111 | 111 | 93 | 102 | 102 | 105 | 103 | 95 | 99
Cc1ccc2c(=O)cc(C(=O)Nc3sc4c(c3C(=O)NCc3cccnc3)CCCC4)oc2c1C | 103 | 109 | 100 | 99 | 98 | 107 | 106 | 101 | 105
COc1cc(C2=Nc3c(N)ncnc3NC(c3cccc(Nc4ccnc5cc(C(F)(F)F)ccc45)c3)C2)cc(OC)c1OC (centres undefined) | 91 | 81 | 82 | 86 | 55 | 72 | 85 | 84 | 120
CC1=C(C)C(=O)C(N2CCC(N3CCOCC3)CC2)=CC1=O | 107 | 114 | 98 | 106 | 114 | 98 | 103 | 108 | 118
O=C(O)C(CS)NSc1ccccc1[N+](=O)[O-] (centres undefined) | 93 | 108 | 105 | 109 | 104 | 103 | 97 | 105 | 107
Cc1ccc(Cc2cnc(NC(=O)c3cc(C)oc3C)s2)cc1 | 71 | 31 | 57 | 67 | 88 | 90 | 81 | 76 | 68
NC[C@@](O)(c1ccc(Cl)cc1)c1ccc(-c2cn[nH]c2)cc1 | 10 | 23 | 18 | 41 | 29 | 44 | 52 | 27 | 19
Fc1cccc(C2CC(c3ccccc3Cl)=NN2c2ccc(-c3ccccc3)nn2)c1 (centres undefined) | 98 | 98 | 84 | 94 | 95 | 82 | 98 | 94 | 98
O=C(Nc1ccc2cc3ccc(NC(=O)N4CCCCCC4)cc3nc2c1)N1CCCCCC1 | 31 | -56* | -70* | 37 | -28* | -58* | -69* | -39* | 4.9*
COc1ccc(S(=O)(=O)NCCNc2nccc(-c3c(-c4ccc(F)cc4)nc4sccn34)n2)cc1OC | 86 | 38 | 80 | 72 | 57 | 76 | 90 | 73 | 92
CC(C)C(=O)Nc1ccc(Cl)c(Cl)c1 | 111 | 115 | 93 | 109 | 109 | 99 | nt | 105 | 113
CNC(=O)c1n[nH]n2c1nc(=O)c1c(C)c(C)sc12 | 97 | 99 | 92 | 99 | 102 | 101 | 98 | 90 | 100
COc1cccc(C(=O)NNc2nc(N3CCN(C4CCCCC4)CC3)nc(N3CCN(C(c4ccccc4)c4ccccc4)CC3)n2)c1 | 75 | 46 | 61 | 31 | 30 | 74 | 32 | 42 | 94
CC(=O)Oc1ccccc1C | 100 | 111 | 95 | 117 | 100 | 108 | 127 | 105 | 113
Cc1ccc(-c2nc(N3CCCC3=O)sc2Br)cc1 | 74 | 100 | 62 | 85 | 91 | 61 | 95 | 79 | 82
Cn1c(=O)n(C)c2cc(NCc3cn(-c4ccc(C(F)(F)F)cc4)nc3-c3ccc(C(=O)O)cc3)ccc21 | 99 | 104 | 98 | 102 | 101 | 109 | 113 | 107 | 109
Cc1cccc(Cl)c1NC(=O)CN1CCOCC1 | 94 | 109 | 63 | 99 | 98 | 99 | 99 | 96 | 107
COc1cc(-c2nn(CNc3ccc(C(C)=O)cc3)c(=S)o2)cc(OC)c1OC | 114 | 114 | 84 | 92 | 109 | 100 | 109 | 88 | 99
Cc1ccc([N+](=O)[O-])cc1O | 113&104 | 111&106 | 99&88 | 109&102 | 103&98 | 108&98 | 107&107 | 106&96 | 104&101
COc1ccc(-c2cc(-c3cc(OC)c(OC)c(OC)c3)c(C#N)c(=O)n2CCCCCC(=O)O)cc1 | 103 | 90 | 82 | 100 | 90 | 99 | 97 | 99 | 115
COc1cc(NC(=O)CSc2nc3ccccc3c(=O)n2-c2ccccc2)cc(OC)c1OC | 110 | 105 | 89 | 95 | 104 | 77 | 93 | 98 | 96

Reformatted as labelled records: entries from further up
O=C(COc1cccc(/C=C2\Oc3ccc4ccccc4c3C2=O)c1)c1ccc(Cl)cc1
- NCI-H322M = 108
- NCI-H460 = 114
- NCI-H522 = 38
- NCI/ADR-RES = 100
- OVCAR-8 = 80
- NCI-H226 = 92
- OVCAR-3 = 94
- NCI-H23 = 28
- OVCAR-5 = 108

O=C1c2cc3c(cc2-c2c1c1ccc(Cl)cc1c(=O)n2CCCN1CCOCC1)OCO3
- NCI-H322M = 90
- NCI-H460 = 18
- NCI-H522 = 53
- NCI/ADR-RES = 46
- OVCAR-8 = 71
- NCI-H226 = 25
- OVCAR-3 = 86
- NCI-H23 = 48
- OVCAR-5 = 109

Continued:
SMILES | NCI-H322M | NCI-H460 | NCI-H522 | NCI/ADR-RES | OVCAR-8 | NCI-H226 | OVCAR-3 | NCI-H23 | OVCAR-5
N#Cc1c(-c2cccc(Cl)c2)cc(-c2cccc(Cl)c2)[nH]c1=O | 87 | 77 | 64 | 65 | 87 | 94 | 64 | 80 | 101
COc1cc(-c2nc3sc(C)cn3c2/C=C2\C(=O)Nc3ccccc32)c(Br)c(OC)c1OC | 56 | 8.8* | -11* | 23 | 65 | 80 | nt | 74 | 82
Cc1cc(C)nc(SC2=C(Nc3ccc(C)c(Cl)c3)C(=O)N(Cc3ccccc3)C2=O)n1 | 82[30 µM] | 52[30 µM] | 74[30 µM] | 63[30 µM] | 45[30 µM] | 75[30 µM] | 69[30 µM] | 62[30 µM] | 103[30 µM]
CCOc1ccccc1/C=N\N=C(N/N=C/c1ccccc1OCC)N/N=C/c1ccccc1OCC | 11 | 1.4* | 1.5* | 6.4* | 18 | 20 | -20* | 19 | 14
O=Cc1ncc(-c2ccc(C(F)(F)F)cc2)c(NC2CCCCCC2)n1 | -5.9*[100 µM] | -51*[100 µM] | nt | -70*[100 µM] | -68*[100 µM] | 28[100 µM] | -95*[100 µM] | -73*[100 µM] | -92*[100 µM]
O=[N+]([O-])c1ccc2c(c1)C(c1c[nH]c3ccccc13)(c1c[nH]c3ccccc13)CCO2 | 83 | 83 | 35 | 78 | 77 | 71 | 85 | 74 | 85
CC(O)CN(CCN(CC(C)O)CC(C)O)CC(C)O (centres undefined) | 113&107 | 114&112 | 100&98 | 109&102 | 104&104 | 114&105 | 117&112 | 100 | 103&98
O=C(NC(Cc1ccccc1)c1nnc2n(Cc3ccccc3)c(=O)c3c4c(sc3n12)CCCC4)c1ccccc1 (centres undefined) | 94 | 100 | 81 | 99 | 88 | 95 | 107 | 102 | 102
Cc1ccc2c(c1)/C(=C/C(=O)c1cc3ccccc3oc1=O)C(=O)N2 | 101 | 97 | -94* | 66 | 55 | 52 | -0.7* | 72 | 77
COc1ccc(C2CC(c3ccccc3)=NN2c2nc(-c3ccco3)c(C#N)c(=O)[nH]2)cc1 (centres undefined) | 94 | 109 | 81 | 100 | 99 | 102 | 105 | 90 | 118
Nc1cccc(-c2ccc(C(=O)Nc3ccc(C(=O)O)cc3)o2)c1 | 97 | 101 | 94 | 95 | 104 | 80 | 110 | 99 | 96
O=C(Nc1cc(Cl)ccc1O)c1ccc(Nc2ccnc(C(F)(F)F)c2)cc1 | 62 | 7.2* | 24 | 35 | 52 | 52 | 14 | 9.3* | 86
Nc1nnc(-c2c[nH]c3ncc(Br)cc23)c(-c2c[nH]c3ccc(F)cc23)n1 | 50 | 26 | 51 | 71 | 39 | 50 | 33 | 33 | 49
COc1cc2nc(SCC(=O)Nc3cc(OC)c(OC)c(OC)c3)n(-c3ccc(F)cc3)c(=O)c2cc1OC | 100 | 105 | 86 | 98 | 108 | 92 | 98 | 96 | 101
NC1=Nc2c(sc(S)c2-c2nc3ccccc3s2)C(=O)OC1 | 105 | 92 | 100 | 99 | 88 | 85 | 102 | 85 | 92
Cc1ccc(-c2ccc(C(=O)N/N=C/c3ccc([N+](=O)[O-])cc3)c(C)n2)cc1 | 85 | 91 | 81 | 89 | 87 | 84 | 101 | 93 | 103
COC(=O)c1cc2c(cc1C(=O)OC)[n+](Cc1ccc3ccccc3c1)cn2Cc1ccc2ccccc2c1 | 91 | 95 | 77 | 104 | 101 | 78 | 93 | 93 | 92
Fc1ccc(-c2nc3ncccn3c2-c2nc3ccc(Cl)cc3[nH]2)cc1 | 113 | 95 | 71 | 90 | nt | 105 | 80 | 96 | 100
O=C1Nc2ccccc2C1(c1c[nH]c2ccccc12)c1c[nH]c2ccccc12 | -16* | 71 | 22 | 27 | -9.3* | 8.6* | -47* | -14* | 65
COc1ccc(C2C=C(c3ccc(Cl)cc3)N=C3SC=CN32)cc1 (centres undefined) | 133 | 103 | 113 | 104 | 104 | 112 | 132 | 101 | 121
NC1=NC(c2cccc(Cl)c2)c2c(n[nH]c2N)N1 (centres undefined) | 107 | 110 | 79 | 100 | 98 | 98 | 98 | 96 | 106
CN1CCN(C(=O)OCc2nc3c(N4CCOCC4)nc(-c4ccccc4)nc3n2C)CC1 | 58 | -47* | -35* | -16* | 4.4* | -67* | -82* | -77* | -86*
COc1ccc(/C(C)=C(\c2ccc(OCCN3CCOCC3)cc2)c2ccc(OC(=O)C3CCCCC3)cc2)cc1 | 99 | 107 | 104 | 102 | 105 | 113 | 98 | 101 | 98
